# FadD28 FP inh: M. tuberculosis FadD28 bisubstrate binding inhibition | FadD28 bisubstrate probe binding, fluorescence polarization | inhibition, % at 12.5 µM | actives 0.22% (n = 360,000); in the data active = inhibition above about 8.5%, passing the limit was not always enough; inconclusive = no clear call, values can overlap the other calls
# GDH-TPI inh: GDH-TPI coupled enzyme inhibition counter-screen | GDH-TPI coupled enzyme counterscreen, NADH absorbance | inhibition, % at 4.8 µM | actives 1.2% (n = 360,000) | AID 588335;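 also: 0% = DMSO wells and 100% = wells lacking the enzyme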
# UGM FP inh: blocks M. tuberculosis UGM enzyme; P9WIQ1; purified UGM, fluorescence polarization probe displacement; inhibition, % at 10 µM; actives 0.06% (n = 320,000); AID 504406; in the data active = inhibition above about 10%, passing the limit was not always enough; inconclusive = no clear call, values can overlap the other calls
# Target sequence (P9WIQ1 whole entry, looked up): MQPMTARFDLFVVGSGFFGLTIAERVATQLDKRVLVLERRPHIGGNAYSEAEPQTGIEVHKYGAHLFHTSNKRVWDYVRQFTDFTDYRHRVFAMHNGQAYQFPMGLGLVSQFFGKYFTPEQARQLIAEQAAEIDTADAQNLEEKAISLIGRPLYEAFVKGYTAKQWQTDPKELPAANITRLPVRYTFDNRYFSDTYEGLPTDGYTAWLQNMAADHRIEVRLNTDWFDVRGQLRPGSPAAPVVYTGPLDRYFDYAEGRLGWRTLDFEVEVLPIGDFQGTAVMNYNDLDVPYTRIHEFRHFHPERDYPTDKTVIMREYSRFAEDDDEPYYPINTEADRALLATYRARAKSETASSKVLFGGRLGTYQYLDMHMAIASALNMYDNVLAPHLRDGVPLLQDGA
# Rv3671c protease: Rv3671c (M. tuberculosis) protease inhibition; inhibition, % at 5.96 µM; AID 2606; actives 0.048% (n = 320,000); in the data active = inhibition above about 38%;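 also: extracellular domain of Rv3671c used as enzyme; 0% = enzyme with DMSO and 100% = no enzyme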
# Target sequence (P9WHR9 whole entry, looked up, the tested form may be a part): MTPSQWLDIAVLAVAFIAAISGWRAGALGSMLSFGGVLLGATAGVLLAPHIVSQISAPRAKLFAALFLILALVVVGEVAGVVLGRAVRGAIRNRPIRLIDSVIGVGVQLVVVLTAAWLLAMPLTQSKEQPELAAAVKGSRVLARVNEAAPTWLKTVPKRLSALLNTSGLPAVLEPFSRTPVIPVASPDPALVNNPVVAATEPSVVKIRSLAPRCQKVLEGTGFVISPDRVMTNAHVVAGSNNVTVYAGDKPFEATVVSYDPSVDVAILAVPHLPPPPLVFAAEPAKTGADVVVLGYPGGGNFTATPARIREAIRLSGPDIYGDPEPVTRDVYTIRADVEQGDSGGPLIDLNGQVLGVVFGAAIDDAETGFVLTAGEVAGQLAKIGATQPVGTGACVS
# Mtb BioA inh: blocks M. tuberculosis BioA enzyme activity. purified M. tuberculosis BioA enzyme, plate reader. inhibition, % at 9.99 µM. actives 0.096% (n = 360,000). AID 602481; in the data active = inhibition above about 40%; inconclusive = no clear call, values can overlap the other calls
# MazF activator: activators of E. coli MazEF toxin-antitoxin RNase; activation, % at 20 µM; actives 0.32% (n = 350,000); FAM/BHQ RNA-DNA oligo cleavage fluorescence, 5 h; P0AE70; in the data active = activation above about 50%
# Target sequence (P0AE70 whole entry, looked up): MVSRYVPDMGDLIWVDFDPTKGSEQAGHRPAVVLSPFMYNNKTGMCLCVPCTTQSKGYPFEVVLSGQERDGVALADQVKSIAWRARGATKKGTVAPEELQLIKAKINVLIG
# BoNT-F LC inh: BoNT F light chain protease inhibition. Multiplex microsphere protease cleavage assay, flow cytometry. inhibition, % at 10 µM. AID 588497. actives 0.22% (n = 360,000); in the data active = inhibition above about 35%, passing the limit was not always enough; inconclusive = no clear call, values can overlap the other calls; also: plate controls were buffer without enzyme for full effect and enzyme alone for no effect
# FBA Mtb inh: Mtb fructose-bisphosphate aldolase inhibition; inhibition, % at 1 µM; P9WQA3; purified M. tuberculosis FBA, fluorescence read-out; actives 2.3% (n = 360,000); in the data active = inhibition above about 27%;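 also: 0% = vehicle and 100% = reference inhibitor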
# CCHFV vOTU inh: blocks the CCHF virus ovarian tumor domain protease; inhibition, % at 11.5 µM; CCHFV vOTU protease, Pep-AMC fluorescence; actives 0.55% (n = 370,000); AID 651958; also: 0% = vehicle wells with enzyme and 100% = no enzyme wells
# DUSP3 inh: blocks human VHR1 dual specificity phosphatase. inhibition, % at 13.3 µM. recombinant VHR phosphatase, pNPP absorbance. actives 0.52% (n = 290,000). P51452; in the data active = inhibition above about 50%; also: some compounds called inactive have numbers as strong as hits
# Target sequence (P51452 whole entry, looked up): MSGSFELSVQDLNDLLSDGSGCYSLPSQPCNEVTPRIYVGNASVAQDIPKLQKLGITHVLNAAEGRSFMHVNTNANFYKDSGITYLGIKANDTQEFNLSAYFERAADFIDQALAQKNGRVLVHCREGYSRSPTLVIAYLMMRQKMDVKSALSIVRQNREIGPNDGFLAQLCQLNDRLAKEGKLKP
# Numbers without * were called inactive; ? = inconclusive; . = not tested or not shown; & = joins results of further samples. Rule as the data show it, unless noted: active = inhibition above about 30%; inactive = the rest.
SMILES,FadD28 FP inh,GDH-TPI inh,UGM FP inh,Rv3671c protease,Mtb BioA inh,MazF activator,BoNT-F LC inh,FBA Mtb inh,CCHFV vOTU inh,DUSP3 inh
COc1ccc(-c2cc3nc(C)cc(-c4ccc(OC)cc4)n3n2)cc1,0.3,12,0.9,-7,-1.1,2,3,12,1,-6
COc1ccc(CNC(=O)CSc2cc(=O)n(C)c3ccccc23)cc1,-3.8,6,-1.0,0,.,8,2,4,-11,-5
CSc1nnc(-c2ccc(NC(=O)CCc3ccccc3)cc2)n1C,0.2,0,-3.3,-3,.,-3,-6,2,1,13
O=C(CSc1ccccc1)NCc1cccnc1,-0.6,10,0.1,4,1.1,3,-7,2,9,-12
COc1ccc(C2C(C(=O)N3CCN(c4ccccc4)CC3)c3ccccc3C(=O)N2C)cc1 (centres undefined),-2.5,-5,-1.1,7,1.5,7,-38,-7,12,18
O=C(COC(=O)CC1CC2CCC1C2)Nc1ccccc1Cl (centres undefined),-1.6,-2,1.9,-5,-0.6,-9,-7,1,-5,.
COc1ccc2c(Cn3cnc4cc([N+](=O)[O-])ccc4c3=O)cc(=O)oc2c1,2.2,31*,0.1,1,0.1,12,-2,5,.,8
N#Cc1c2n(c3c(-c4ccccc4)ncnc13)CCC2,0.1,5,-0.6,-5,5.0,14,-6,15,3,15
COc1ccccc1Oc1coc2c(CN3CCN(C)CC3)c(O)ccc2c1=O,-0.2,17,-2.3,-2,-0.3,6,-1,80*,-86,5
CS(=O)(=O)Nc1ccc(-c2cccc3nccn23)cc1,-1.9,9,.,.,0.0,.,-6,162*,-144,.
O=C(NCCCc1ccccc1)C1CC1,-0.3,-4,-3.1,-3,0.1,5,-9,1,0,.
CC(C)(C)C1CCc2onc(C(=O)Nc3cccc(O)c3)c2C1 (centres undefined),-0.1,0,-0.1,1,.,.,2,-4,22,19
C[C@H](CO)N1C[C@H](C)[C@@H](CN(C)C(=O)Nc2ccc3c(c2)OCO3)Oc2ccc(NC(=O)NC3CCCCC3)cc2C1=O,1.1,6,4.0,1,-1.2&-0.7,4,-1,4,-4,.
CCOc1ccc(NC(=O)CSc2nc3c([nH]c4ccccc43)c(=O)n2C)cc1,-2.6,10,1.9,7,-0.3,-3,-6,0,-3,14
Cc1ccccc1CS(=O)(=O)Cc1ccc(C(=O)NCc2ccco2)o1,?,-7,2.8,7,2.2,5,11,-6,-16,17
COC(=O)c1sccc1NC(=O)CCC1CCCCC1,-2.9,-4,0.3,1,.,6,-18,-3,-2,27
O=C(Nc1cccc(C(F)(F)F)c1)c1cccnc1NCCO,-2.0,3,-0.5,-2,2.0,11,?,5,-10,11
OC(C#CCN1CCOCC1)(c1ccccc1)C1CC1 (centres undefined),-1.0,2,-1.1,-3,.,7,1,-1,-12,10
CCCNC(=S)Nc1ccc(Cl)cc1C,-3.2,5,0.5,13,.,4,3,-6,1,-1
Cc1cc(C)c2c(c1C)C(=O)CCC2,-1.2,3,.,.,-2.3,7,-1,-2,1,.
CC(CN1CCOCC1)(NS(=O)(=O)c1ccccc1)c1ccccc1 (centres undefined),-7.2,6,1.3,4,-0.3,0,9,-4,-2,12
Cc1cc(NC(=O)c2ccc(N3CCCC3)c([N+](=O)[O-])c2)no1,-2.1,15,-0.1,-3,.,-20,0,-1,-10,46
COc1ccc(-n2nc(C(=O)NCC(=O)NCC3COc4ccccc4O3)c3ccccc3c2=O)cc1 (centres undefined),-4.2,15,-1.9,-3,.,-3,0,-1,-11,2
O=C(O)CCCNS(=O)(=O)c1ccc(F)cc1,-2.3,-1,-0.7,0,0.3,7,-3,-6,-1,21
COc1ccc(-c2noc(CN(C)Cc3ccc(C)o3)n2)cc1,-1.5,6,-1.4,-4,.,-3,-3,-2,-4,9

# Additional records.
SMILES,FadD28 FP inh,GDH-TPI inh,UGM FP inh,Rv3671c protease,Mtb BioA inh,MazF activator,BoNT-F LC inh,FBA Mtb inh,CCHFV vOTU inh,DUSP3 inh
O=C(Cn1nc(C(=O)O)c2ccccc2c1=O)c1cc(F)ccc1F,-2.1,3,2.0,1,0.2,2,-3,1,0,1
CC(C)n1nc(C(=O)OCn2nnc3ccccc3c2=O)c2ccccc2c1=O,-0.4,-1,-2.0,4,.,-4,7,3,-4,6
CCOC(=O)N1CCC(N2CCCC(C(=O)c3ccc4cc(OC)ccc4c3)C2)CC1 (centres undefined),-0.2,3,1.3,4,.,4,-1,107*,-178,12
CCC(C)Nc1nc2c(c(=O)n(C)c(=O)n2C)n1Cc1ccc(Cl)cc1 (centres undefined),-3.2,2,1.4,8,0.2,1,-7,-4,7,22
CC1CC(C)CN(C(=O)c2ccc3ncsc3c2)C1 (centres undefined),-2.0,13,-1.5,-2,-0.3,-7,0,3,-1,.
CC1(C)CC(=O)C=C(c2cccc(OC(=O)c3ccc(Br)cc3)c2)C1=O,-2.1,1,.,.,0.4,8,-1,-2,-4,.
C=C1CCN([C@@H](CC(C)C)C(=O)O)S(=O)(=O)c2ccccc21,-0.8,-2,-3.4,-4,-0.1,4,-3,-1,-11,.
CC1CCN(S(=O)(=O)c2ccc(NC(=O)CN3CCCCCC3)cc2)CC1,0.8,10,-3.3,7,-2.8,-8,-3,4,16,3
Cc1cc(-c2ccc(S(=O)(=O)NCc3ccc(F)cc3)cc2)on1,-1.1,4,6.1,-10,-0.2,3,4,1,4,8
CC(=O)NCCC1CCN(C(=O)c2cc(COc3ccc(C)nc3)on2)CC1,-0.1,-3,-0.4,-7,0.1,7,-1,2,12,10
O=c1c(-c2ccccc2)c(-c2ccccc2)oc2cc(O)cc(O)c12,-17,13,-1.4,-6,2.2,2,7,0,25,-5
O=C(NCC1CCCO1)c1nc(Cn2ccc([N+](=O)[O-])n2)no1 (centres undefined),-3.7,-4,0.7,-4,.,6,-8,1,3,17
COC(=O)C(C)Sc1nc2c(c(=O)n(C)c(=O)n2C)n1Cc1cccc(C)c1 (centres undefined),-5.2,-14,.,.,-2.6,1,1,1,2,-14
CCOc1ccc(S(=O)(=O)N(CC(=O)NC2CCCC2)c2ccc(F)cc2)cc1,-2.9,4,0.3,-9,-1.2,2,-2,-1,3,14
O=C(CN1CCN(c2nc(-c3ccc(F)cc3)cs2)CC1)NCc1ccc2c(c1)OCO2,1.8,6,-2.3,4,.,-12,-2,0,6,2
CC1CC(c2ccccc2)n2nc(N3C(=O)c4ccccc4C3=O)nc2N1 (centres undefined),0.2,1,-2.1,7,-1.3,9,?,1,0,12
Cc1ccccc1-n1cc(C(=O)c2cc(Cl)ccc2O)cc(C#N)c1=O,-2.0,8,1.8,-2,0.2,1,-12,-4,-4,0
NS(=O)(=O)c1ccc(CCNC(=O)CCc2nc3sc4c(c3c(=O)[nH]2)CCCC4)cc1,-5.4,8,5.0,-7,-3.2,-9,-25,2,6,.
COc1ccc2cc3cc(C(=O)NCCC(C)C)oc3nc2c1,-0.7,15,2.8,4,-1.6,1,19,134*,-92,0
CCOc1ccc2nc(N(Cc3ccccc3)C(=O)CCNC(C)=O)sc2c1,-8.0,-4,-2.5,.,-0.9,1,6,-2,6,-9
CCOCCn1c(CN2CCN(c3cccc(Cl)c3)CC2)nc2c1c(=O)n(C)c(=O)n2C,-1.7,4,-2.2,5,0.7,-6,-8,0,0,21
O=c1c2ccccc2nnn1CSc1nc2ccccc2c(=O)n1Cc1ccco1,-1.0,0,0.4,-2,-0.1,6,-2,1,0,26
O=C(N/N=C\c1ccc(-c2cccc(Cl)c2)o1)C(=O)NC1CCCC1,-0.6,1,-1.7,4,-0.7,-18,-1,-6,-2,5
NC(=O)COC(=O)c1ccc(Cl)c(S(=O)(=O)N2CCN(c3ccc(F)cc3)CC2)c1,0.9,-1,-0.1,3,.,11,-1,4,-1,1
Cc1[nH]nc2c1C(c1ccc(-c3ccccc3C#N)o1)C(C#N)=C(N)O2 (centres undefined),-5.1,4,2.5,-17,2.2,7,6,-1,.,4

# Retrieved one by one from the list above (6):
SMILES,FadD28 FP inh,GDH-TPI inh,UGM FP inh,Rv3671c protease,Mtb BioA inh,MazF activator,BoNT-F LC inh,FBA Mtb inh,CCHFV vOTU inh,DUSP3 inh
COc1ccc2cc3cc(C(=O)NCCC(C)C)oc3nc2c1,-0.7,15,2.8,4,-1.6,1,19,134*,-92,0
NC(=O)COC(=O)c1ccc(Cl)c(S(=O)(=O)N2CCN(c3ccc(F)cc3)CC2)c1,0.9,-1,-0.1,3,.,11,-1,4,-1,1
CCOc1ccc(S(=O)(=O)N(CC(=O)NC2CCCC2)c2ccc(F)cc2)cc1,-2.9,4,0.3,-9,-1.2,2,-2,-1,3,14
O=c1c(-c2ccccc2)c(-c2ccccc2)oc2cc(O)cc(O)c12,-17,13,-1.4,-6,2.2,2,7,0,25,-5
O=c1c2ccccc2nnn1CSc1nc2ccccc2c(=O)n1Cc1ccco1,-1.0,0,0.4,-2,-0.1,6,-2,1,0,26
O=C(N/N=C\c1ccc(-c2cccc(Cl)c2)o1)C(=O)NC1CCCC1,-0.6,1,-1.7,4,-0.7,-18,-1,-6,-2,5

# (more compounds)
SMILES,FadD28 FP inh,GDH-TPI inh,UGM FP inh,Rv3671c protease,Mtb BioA inh,MazF activator,BoNT-F LC inh,FBA Mtb inh,CCHFV vOTU inh,DUSP3 inh
S=C(Nc1ccccc1)Nc1ccccn1,-0.4,-2,.,.,0.3,-1,6,2,-13,.
COc1cccc(/C=N/NC(=O)C(=O)Nc2ccccc2OC(F)(F)C(F)F)c1,-4.9,4,-0.4,7,.,-15,1,-1,19,26
CCCC1C2C(=O)N(c3ccccc3OC)C(=O)C2ON1c1ccccc1 (centres undefined),-0.4,10,-1.1,-9,-2.3,8,-13,-10,-8,13
COc1ccc(Cl)cc1C(=O)NNC(=O)COC(=O)c1cccs1,.,7,0.5,1,0.9,-2,-8,4,8,.
CCOc1ccc(NC(=O)CN(C)C(=O)c2cn(-c3ccccc3)nc2-c2cccs2)cc1OCC,-2.4,-2,0.1,.,-0.6,1,7,0,13,6
CC[C@]12c3[nH]c4ccc(OC)cc4c3CCN1C(=O)C(CC(=O)NCCC1=CCCCC1)C[C@@H]2C(=O)N1CCN(C(=O)C2CC2)CC1 (some centres undefined),-1.0,6,.,.,1.6,5,4,0,26,.
O=C(Nc1ccc(S(=O)(=O)N2CCOCC2)cc1)c1cccnc1,-1.4,7,0.6,-2,.,0,?,0,-13,4
O=C(CSc1nc2ccccc2o1)N1CCCC1,-1.8,4,-1.3,3,.,1,12,1,6,-5
C[C@H]1[C@H](c2ccccc2)C[C@@H](C(=O)O)C1(C)C,2.6,-13,-1.3,-6,2.1,4,-2,-1,5,.
COC(=O)CCCC1=CC2=CC(=O)C(C)(OC(=O)c3cccs3)C(=O)C2=CN1C1CC1 (centres undefined),0.0,20,1.8,-16,-1.1,1,-3,1,6,15
COc1ccc(-c2nc(N)nc(C(F)(F)F)c2-c2cscn2)c(O)c1,0.4,17,1.1,-3,0.5,10,-1,3,8,16
CCOC(=O)N1CCC(NC(=O)C2CCN(S(=O)(=O)c3cccs3)CC2)CC1,-3.4,-1,0.8,-2,-1.5,4,1,0,-3,4
O=C1CCc2cc(S(=O)(=O)N3CCN(c4cccc(C(F)(F)F)c4)CC3)ccc2N1,-1.7,2,-0.7,-2,-0.1,-6,9,1,.,4
CN(c1cccc(NC(=O)CCSc2ccccc2)c1)S(C)(=O)=O,-1.2,2,-0.6,3,0.3,1,-8,1,3,-19
COc1cccc2cc(-c3cc(=O)oc4ccc(OC(=O)N(C)C)cc34)oc12,-0.5,4,-0.7,3,-2.0,2,3,0,-4,17
COCCNC(=S)N1Cc2ccccc2-n2nncc2C1,0.4,3,.,.,0.9,-8,-6,-1,-11,.
COc1cc(-c2cc(C(=O)Nc3cc(S(=O)(=O)N4CCOCC4)ccc3C)c3ccccc3n2)cc(OC)c1OC,-2.4,14,.,.,-1.7,-25,10,7,-1,.
CN(CCc1ccccn1)C(=O)Nc1cc(Cl)cc(Cl)c1,-2.9,14,1.6,5,-0.5,-6,-5,0,2,13
Cc1ccc(C(C)C)c(OCC(=O)NNC(=O)CC2OC(=O)c3ccccc32)c1 (centres undefined),-3.4,-1,-0.2,-4,0.0,4,-4,-1,8,.
Cc1ccc2c(c1)sc(=NC(=O)c1cccs1)n2C,-0.7,16,-0.3,-9,.,5,-6,2,-20,20
CCc1ccc(N2C(=O)CC(c3ccc(F)cc3)C3=C2COC3=O)cc1 (centres undefined),-1.6,-1,1.6,6,.,.,1,1,.,16
